Screens deposited in PubChem by several laboratories.
PLC-gamma1 inh = blocks human PLC-gamma1 enzyme activity; P19174; purified PLC-gamma1, fluorogenic substrate, fluorescence; inhibition, % at 12.2 µM; actives 0.84% (n = 370,000); AID 720700; in the data active = inhibition above about 9.5%
Tn7 DDE FP = inhibitors of Tn7 peptide binding to human fibrin DD(E); FP displacement of FITC-Tn7 peptide from fibrin DD(E); 0% = median of compound wells per plate; inhibition, % at 8.3 µM; actives 0.13% (n = 370,000);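 active = inhibition above the mean of compounds falling within the control limits plus 3 SD of them, cut at about 14% in these data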;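 also: 0% = plate median of compound wells and 100% = 10 µM Aha-Tn7 peptide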
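Assay system: Human fibrin DD(E) protein | Medium: Tris buffer with calcium and detergent, pH 7.8 | Reagent: 0.1 µM fluorescent Tn7 | Compound dosing: Single point at 8.3 µM | Times: 10 min preincubation, 3 h with tracer, room temperature | Detection: Fluorescence polarization of the labelled Tn7 tracer | Controls: Aha-Tn7 high control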
UHRF1 MBD2 ctr = blocks human UHRF1 binding to methylated DNA. UHRF1 binding to methylated oligo, TR-FRET. inhibition, % at 4.4 µM. actives 0.75% (n = 370,000). AID 687016; in the data active = inhibition above about 21%;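 also: UHRF1 SRA domain binding a hemimethylated CpG hairpin DNA probe; 0% = median of test compound wells and 100% = reference inhibitor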
Rev-erbA mod = modulates human Rev-erb alpha binding to DNA; Rev-erbα–FITC-DNA binding, fluorescence polarization, 90 min; P20393; actives 0.79% (n = 370,000); AID 1259318; activity, % at 10 µM;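 active = activity above about 14%, limit read from the data; passing the limit was not always enough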;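 also: 0% = DMSO wells with 35 nM protein and 100% = DMSO wells with 750 nM protein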
Target sequence (P20393 whole entry, looked up): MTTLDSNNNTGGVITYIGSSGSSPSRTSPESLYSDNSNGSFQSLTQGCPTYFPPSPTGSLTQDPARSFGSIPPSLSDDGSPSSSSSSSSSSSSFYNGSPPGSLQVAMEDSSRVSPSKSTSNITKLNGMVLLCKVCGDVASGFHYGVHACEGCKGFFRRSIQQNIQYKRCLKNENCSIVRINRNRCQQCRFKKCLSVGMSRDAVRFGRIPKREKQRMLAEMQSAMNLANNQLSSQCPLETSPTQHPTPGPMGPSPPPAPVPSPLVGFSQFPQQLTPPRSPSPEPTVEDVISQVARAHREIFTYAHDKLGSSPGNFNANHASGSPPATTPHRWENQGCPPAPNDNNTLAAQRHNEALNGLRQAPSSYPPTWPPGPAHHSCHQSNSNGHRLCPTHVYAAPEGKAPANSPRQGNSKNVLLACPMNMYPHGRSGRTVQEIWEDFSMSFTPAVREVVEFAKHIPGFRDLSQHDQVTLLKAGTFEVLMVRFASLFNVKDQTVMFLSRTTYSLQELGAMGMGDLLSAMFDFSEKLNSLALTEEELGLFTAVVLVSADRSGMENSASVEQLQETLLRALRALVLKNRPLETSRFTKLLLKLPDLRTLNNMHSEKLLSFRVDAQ
sPLA2-III inh = Inhibits HGIII-sPLA2 liposome hydrolysis, primary screen; inhibition, % at 12.2 µM; AID 743126; actives 0.56% (n = 370,000); QFRET BODIPY PC-A2 liposome hydrolysis, fluorescence; Q9NZ20;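 active = inhibition above mean plus 3 SD of compounds lying within the high and low control bounds, cut at about 19% in these data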;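 also: 0% = median of test compound wells and 100% = no enzyme DMSO wells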
PLC-beta3 inh = PLC-beta3 (human) inhibition, primary screen | inhibition, % at 12.2 µM | Q01970 | AID 720704 | actives 0.18% (n = 370,000) | Purified PLC-beta3, fluorogenic substrate, fluorescence; in the data active = inhibition above about 11%;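 also: 0% = median of compound wells on plate and 100% = full blocker control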
ASAP1 inh = inhibitors of human ASAP1 ArfGAP activity | Q9ULH1 | ASAP1-stimulated ARF1 GTP hydrolysis, GDP FP detection | inhibition, % at 16.5 µM | actives 0.19% (n = 360,000) | AID 624377; in the data active = inhibition above about 25%;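 also: 0% = vehicle with enzyme and substrate and 100% = no enzyme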
KLK7 zymogen act = proKLK7 (human) activation, primary screen. P49862. purified proKLK7, EDANS-DABCYL substrate fluorescence; 100% is mature enzyme control, 0% vehicle. activation, % at 7 µM. actives 0.9% (n = 370,000);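 active = activation above the mean of all tested compounds plus 3 SD, computed per campaign excluding outliers beyond control limits, cut at about 13% in these data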
Target sequence (P49862 whole entry, looked up): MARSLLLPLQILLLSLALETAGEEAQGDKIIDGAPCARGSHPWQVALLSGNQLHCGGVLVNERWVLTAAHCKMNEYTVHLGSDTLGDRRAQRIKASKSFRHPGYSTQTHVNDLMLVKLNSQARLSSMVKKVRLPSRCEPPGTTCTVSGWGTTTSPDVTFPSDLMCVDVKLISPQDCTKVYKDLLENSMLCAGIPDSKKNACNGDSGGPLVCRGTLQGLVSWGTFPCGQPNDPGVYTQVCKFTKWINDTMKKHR
ARFGAP1 inhibitor = rat ARFGAP1 inhibition; AID 651572; Arfgap1-stimulated ARF1 GTP hydrolysis, GDP FP detection; inhibition, % at 16.5 µM; actives 0.26% (n = 360,000); Q62848;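 active = inhibition above a per-plate limit, mean inhibition of low control wells plus 3 SD, cut at about 25% in these data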;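 also: 0% = DMSO wells with enzyme and 100% = wells lacking Arfgap1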
Target sequence (Q62848 1-136 limits assumed): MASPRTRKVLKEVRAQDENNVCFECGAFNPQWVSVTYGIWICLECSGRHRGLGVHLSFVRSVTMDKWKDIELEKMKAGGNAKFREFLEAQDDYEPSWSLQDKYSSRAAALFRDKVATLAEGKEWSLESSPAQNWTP
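Replicates: Single well per compound | Assay system: Truncated rat Arfgap1 GAP domain | Control set: No-Arfgap1 wells (100%) versus DMSO full-reaction wells (0%) | Times: Enzyme reaction 120 min at 25 °C after 20 min preincubation | Reagent: Human ARF1(Δ1-17)-GTP substrate | Measured by: Tracer-displacement fluorescence polarization with EDTA stop, 620/688 nm | Measure: Percent inhibition of Arfgap1-stimulated GTP hydrolysis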
Tn6 DDE FP = DD(E)-Tn6 binding inhibition, primary FP screen | inhibition, % at 8.3 µM | Fibrin DD(E) TRITC-Tn6 fluorescence polarization displacement | P02675 | actives 0.21% (n = 370,000);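 active = inhibition above a per-campaign cutoff: mean of compounds within control limits plus 3 SD, cut at about 15% in these data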;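 also: 0% = median of all compound wells on the plate and 100% = blocking peptide control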
Starred values were filed as active, the others as inactive; i = inactive. A portion of the library; count on the stated rates, not on these rows.

SMILES	PLC-gamma1 inh	Tn7 DDE FP	UHRF1 MBD2 ctr	Rev-erbA mod	sPLA2-III inh	PLC-beta3 inh	ASAP1 inh	KLK7 zymogen act	ARFGAP1 inhibitor	Tn6 DDE FP
CCN1CCN(c2nc3c(c(=O)[nH]2)CCC3)CC1	-2	1	3	0	10	-2	4	0.2	-5	-3
Cn1c(O)c(N=Nc2cccc(S(=O)(=O)N3CCOCC3)c2)c(=O)n(C)c1=O	4	-1	2	-1	7	-1	16	-0.2	12	0
COc1cccc(CCNCc2ccc(SC)cc2)c1	3	2	7	-2	-6	-2	4	0.1	4	0
O=C(O)CCn1cc(C=C2C(=O)NC(=S)NC2=O)c(-c2cccc(Cl)c2)n1	3	2	2	0	3	1	0	-0.3	3	-3
COc1c(OP2(=S)OCC(C)(C)CO2)cnn(C2CCCCC2)c1=O	1	2	-3	-1	-3	-1	0	0.2	-8	2
CCOP(=O)(C#CC(C)(C)C)C(O)(c1ccccc1)C(F)(F)F (stereo not drawn)	1	-2	4	3	0	3	-1	0.0	-5	-8
Fc1ccc(CNCCc2c[nH]c3ccccc23)cc1	-1	6	0	2	-2	-3	-14	0.6	12	7
CN1C(=O)CCC2(C)C1=CCC1C2CCC2(C)C1CCC2(C)O (stereo not drawn)	-3	-2	0	8	-1	0	6	0.2	6	-1
Cc1ccc(C)c(C2(O)CC(C)N(C)CC2C)c1 (stereo not drawn)	0	2	4	-6	9	-3	6	-0.2	5	2
CCOC(=O)[C@@H]1[C@H]2COc3ccc(Br)cc3[C@@H]2N2C(=O)N(c3cccc(C)c3)C(=O)[C@]12C	0	7	0	-8	0	3	1	0.1	6	3
O=P(NS(=O)(=O)c1ccc(Br)cc1)(Oc1ccccc1)Oc1ccccc1	-3	-1	0	3	-56	-9	-4	-0.3	-1	6
CCN(CC)C(=O)c1ccc(NC(=O)COc2ccc([N+](=O)[O-])cc2Cl)cc1	1	-2	-1	-7	-9	1	5	-0.1	1	-11
Cc1ccc(-n2c(O)c(C=NCCN(C)C)c(=O)[nH]c2=O)cc1	2	-1	1	6	2	1	-4	-0.3	11	8
COC(=O)C1=C(c2ccc(F)cc2OCc2ccccc2)C[C@@H]2CC[C@H]1N2C(=O)NC1CC1	-5	-7	0	5	-2	-4	-5	0.3	7	0
CC(C)N(C(=O)CCl)c1ccccc1	0	-4	-1	-6	-2	6	-2	0.0	-1	10
COc1ccc(CCNCc2cc(OC)cc(OC)c2)cc1	1	9	6	0	-8	-1	-7	0.6	10	-6
OCC1OC(n2cnc3cc(Cl)c(Cl)cc32)C(O)C1O (stereo not drawn)	1	4	3	-2	11	-4	4	0.5	2	-8
CC(=NCC1CCCO1)c1c(O)n(C)c(=O)n(C)c1=O (stereo not drawn)	0	3	0	-1	2	2	-4	0.3	-7	-5
N#CC1c2ccccc2-n2nncc2CN1Cc1cc(Cl)cc(Cl)c1 (stereo not drawn)	4	3	-4	1	-3	1	6	0.7	-12	1
Cc1ccc(OCC(=O)N2CCN(CC3CC4C=CC3C4)CC2)cc1 (stereo not drawn)	0	11	2	-1	-3	-1	-10	-0.4	-3	-8
O=C(O)CC1OCC=C2CN3CCC45c6ccccc6NC4C1C2CC35 (stereo not drawn)	0	-5	-1	0	1	-7	-5	0.1	18	-6
CCCc1nnc(NC(=O)CCC(=O)N2CCN(CCOC(c3ccccc3)c3ccccc3)CC2)s1	1	2	2	0	-12	5	7	0.8	4	2
COc1ccc(CC(=O)Nc2ccc(C#N)c(Cl)c2)cc1S(=O)(=O)N1CCOCC1	3	-3	-3	-2	-18	-5	5	0.1	-8	-8
Cc1ncc(CN2CCCC(C(=O)c3ccc(C(C)(C)C)cc3)C2)s1 (stereo not drawn)	-2	3	-3	0	-6	2	-3	-1.2	6	2
Fc1ccc(CCNCc2cccc(Cl)c2)cc1	1	10	3	-1	3	0	9	-0.3	-1	-10
COc1ccc(OC)c(CNCCc2ccc(OC)c(OC)c2)c1	0	2	2	-12	-1	2	1	0.4	-3	-1
Cc1nc2ccccc2c(=O)n1-c1ccccc1C(F)(F)F	-2	6	1	-7	5	1	7	-0.3	-2	1
COc1ccc(F)cc1C(=O)C1CCCN(Cc2cnc(C)s2)C1 (stereo not drawn)	0	-5	2	-2	-5	-9	11	0.9	6	1
CCCOc1ccc(N2C(=O)CC(N3CC=C(c4ccccc4)CC3)C2=O)cc1 (stereo not drawn)	-6	4	0	2	-20	-2	-9	-0.6	1	13
Cc1ccc(OP2(=O)Nc3cc(C)c(C)cc3S2)cc1 (stereo not drawn)	-2	1	2	5	3	-2	-3	-0.8	-11	-10
COc1ccc(/C=C2\C(=O)NC(=O)N(CCC3=CCCCC3)C2=O)c(OC)c1	1	-5	-3	3	2	-1	10	0.5	16	-3
Cc1cccnc1-n1c(CN2C(=O)c3ccccc3C2=O)nc2ccccc2c1=O	-3	1	-3	-2	2	-3	-3	-0.2	-5	-6
COc1cccc(NC(=O)N2CCC3(CC2)OCCO3)c1	0	-8	-3	9	5	3	0	0.2	-17	-11
O=c1c2ccccc2nc(-c2ccccc2)n1-c1cccc(O)c1	-1	-3	-1	0	-10	1	-2	-0.7	1	9
CCCCn1c(O)c(C(=O)/C=C/c2c[nH]c3ccccc23)c(=O)[nH]c1=O	-6	-5	1	6	0	-10	9	-0.6	5	3
O=C1NC(=O)C(=Cc2ccc(-c3ccc(F)cc3O)o2)C(=O)N1	-76	-3	-7	-5	1	-93	0	0.9	2	3
Cc1ccc(NP(=O)(Oc2ccccc2F)Oc2ccccc2F)cc1	2	0	-2	1	-18	5	2	0.0	11	-9
CC(C)Oc1ccc(C2(C#N)CC[N+](C)(C)CC2)cc1	2	-1	5	-1	22*	6	-9	-0.4	-2	-2
C=CCn1c(O)c(/C(C)=N/N2CCN(C)CC2)c(=O)[nH]c1=O	3	-4	3	-4	16	-8	-9	0.2	-17	1
Cc1cccc(CNCCc2ccccc2)n1	0	0	-1	-3	7	6	-3	-0.3	10	-2
Cc1cccc(OCCn2cccc2/C=C2/C(=O)NC(=O)N(Cc3ccco3)C2=O)c1	3	-3	49*	-3	-17	-4	9	0.1	-16	4
O=c1[nH]c(=O)n(Cc2ccccc2)c(O)c1C=NCCCO	1	-3	-3	-3	3	3	2	-0.7	4	-11
O=C(NCCN1CCOCC1)c1ccc(Cl)nc1Cl	-1	-1	1	1	-2	-1	14	-0.3	2	1
Cc1ccc(-[n+]2c(Cc3nn(-c4ccccc4)c(C)[n+]3-c3ccc(C)cc3)nn(-c3ccccc3)c2C)cc1	2	-6	0	5	-23	-1	6	0.0	8	-4
CCOC(=O)C12C(=O)OCC1C2c1ccccc1 (stereo not drawn)	-1	-7	-4	-6	3	4	-6	-0.1	10	7
COC(=O)C1=C(c2cccc(C#N)c2)C[C@@H]2CC[C@H]1N2C(=O)NCC1CC1	2	3	-1	2	14	2	7	-0.2	-20	4
CN(C)C(=O)Oc1ccc(OCc2n(C)c3ccccc3[n+]2C)cc1	3	-4	1	0	4	1	-3	-0.2	-2	4
O=[N+]([O-])c1ccc(NCCO)c2ncccc12	-2	4	-28	-1	22*	-2	0	-0.3	6	-1
C[C@@H]1CN([C@@H](C)CO)C(=O)CCCn2cc(nn2)CO[C@H]1CN(C)C(=O)Oc1cccc2ccccc12	-2	-5	2	1	6	0	7	-0.9	3	-4
O=C(NC1CC1)C1CSC(c2cccnc2)=N1 (stereo not drawn)	-1	4	-4	-6	3	1	-12	-0.2	5	1

A different layout for some results above.
smiles | PLC-gamma1 inh | Tn7 DDE FP | UHRF1 MBD2 ctr | Rev-erbA mod | sPLA2-III inh | PLC-beta3 inh | ASAP1 inh | KLK7 zymogen act | ARFGAP1 inhibitor | Tn6 DDE FP
O=C1NC(=O)C(=Cc2ccc(-c3ccc(F)cc3O)o2)C(=O)N1 | -76 | -3 | -7 | -5 | 1 | -93 | 0 | 0.9 | 2 | 3
Cc1ccc(NP(=O)(Oc2ccccc2F)Oc2ccccc2F)cc1 | 2 | 0 | -2 | 1 | -18 | 5 | 2 | 0.0 | 11 | -9
CC(C)Oc1ccc(C2(C#N)CC[N+](C)(C)CC2)cc1 | 2 | -1 | 5 | -1 | 22* | 6 | -9 | -0.4 | -2 | -2
C=CCn1c(O)c(/C(C)=N/N2CCN(C)CC2)c(=O)[nH]c1=O | 3 | -4 | 3 | -4 | 16 | -8 | -9 | 0.2 | -17 | 1
Cc1cccc(CNCCc2ccccc2)n1 | 0 | 0 | -1 | -3 | 7 | 6 | -3 | -0.3 | 10 | -2
Cc1cccc(OCCn2cccc2/C=C2/C(=O)NC(=O)N(Cc3ccco3)C2=O)c1 | 3 | -3 | 49* | -3 | -17 | -4 | 9 | 0.1 | -16 | 4
O=c1[nH]c(=O)n(Cc2ccccc2)c(O)c1C=NCCCO | 1 | -3 | -3 | -3 | 3 | 3 | 2 | -0.7 | 4 | -11
O=C(NCCN1CCOCC1)c1ccc(Cl)nc1Cl | -1 | -1 | 1 | 1 | -2 | -1 | 14 | -0.3 | 2 | 1
Cc1ccc(-[n+]2c(Cc3nn(-c4ccccc4)c(C)[n+]3-c3ccc(C)cc3)nn(-c3ccccc3)c2C)cc1 | 2 | -6 | 0 | 5 | -23 | -1 | 6 | 0.0 | 8 | -4
CCOC(=O)C12C(=O)OCC1C2c1ccccc1 (stereo not drawn) | -1 | -7 | -4 | -6 | 3 | 4 | -6 | -0.1 | 10 | 7
COC(=O)C1=C(c2cccc(C#N)c2)C[C@@H]2CC[C@H]1N2C(=O)NCC1CC1 | 2 | 3 | -1 | 2 | 14 | 2 | 7 | -0.2 | -20 | 4
CN(C)C(=O)Oc1ccc(OCc2n(C)c3ccccc3[n+]2C)cc1 | 3 | -4 | 1 | 0 | 4 | 1 | -3 | -0.2 | -2 | 4
O=[N+]([O-])c1ccc(NCCO)c2ncccc12 | -2 | 4 | -28 | -1 | 22* | -2 | 0 | -0.3 | 6 | -1
C[C@@H]1CN([C@@H](C)CO)C(=O)CCCn2cc(nn2)CO[C@H]1CN(C)C(=O)Oc1cccc2ccccc12 | -2 | -5 | 2 | 1 | 6 | 0 | 7 | -0.9 | 3 | -4

The results go on:
SMILES	PLC-gamma1 inh	Tn7 DDE FP	UHRF1 MBD2 ctr	Rev-erbA mod	sPLA2-III inh	PLC-beta3 inh	ASAP1 inh	KLK7 zymogen act	ARFGAP1 inhibitor	Tn6 DDE FP
Cc1cccc(-n2c(O)c(/C=N/N3CCOCC3)c(=O)[nH]c2=S)c1	3	-8	3	-5	1	0	-3	-0.2	6	2
CC1=NCCc2c1[nH]c1cc(O)ccc21	i	76*	-11	0	-417	i	-4	80*	11	1
COC(=O)C1=C(c2ccc(OC(F)(F)F)cc2)C[C@@H]2CC[C@H]1N2C(=O)NC(C)C	2	-5	-1	-5	2	1	0	-0.4	-3	5
Cc1ccc2c(c1)C1CN(C)CCC1N2C(=O)c1cn(-c2ccccc2)nc1-c1ccccc1 (stereo not drawn)	5	8	2	4	-21	-3	0	-0.2	-7	-11
